Pf Dd2 growth: P. falciparum Dd2 growth inhibitors, primary screen, SYBR Green fluorescence, single dose replicates | 72 h; hits give low values | activity change, % at 10 µM | actives 2.3% (n = 94,000); in the data active means activity change below about -80%; inconclusive means no clear call, values can overlap the other calls
GASC1 inh: inhibitors of GASC-1 (KDM4C) histone demethylase, primary screen, biochemical, single concentration HTS; AID 720574, 2013; GST-KDM4C 2-372, H3K9me3 peptide, LANCE TR-FRET; inhibition, % at 12.5 µM; actives 0.15% (n = 96,000); Lysine-specific demethylase 4C (Homo sapiens), Q9H3R0;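 active means mean replicate inhibition above about 25%, with at least 55% of replicates also reaching it, limit read from the data, passing the limit was not always enough; inconclusive means only one of those two conditions met; inactive means neither condition met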
Target sequence (Q9H3R0 2-372 limits assumed): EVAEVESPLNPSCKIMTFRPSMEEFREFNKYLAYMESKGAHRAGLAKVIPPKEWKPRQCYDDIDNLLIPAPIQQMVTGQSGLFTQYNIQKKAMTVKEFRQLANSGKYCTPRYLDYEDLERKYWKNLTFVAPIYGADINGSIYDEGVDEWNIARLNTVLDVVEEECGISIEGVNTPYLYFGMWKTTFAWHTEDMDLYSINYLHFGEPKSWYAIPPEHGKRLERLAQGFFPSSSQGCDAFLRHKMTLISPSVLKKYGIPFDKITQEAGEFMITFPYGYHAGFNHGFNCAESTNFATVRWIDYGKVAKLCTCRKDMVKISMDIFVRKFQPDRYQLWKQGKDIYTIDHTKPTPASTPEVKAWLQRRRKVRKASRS
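System: N-terminal GST-fused human GASC-1 (KDM4C) fragment, residues 2-372; amount: enzyme final amount 10 nM; incubation: reaction 30 min RT, detection step 1 h RT; medium: HEPES buffer, pH 7.5, plus ascorbate; technique: LANCE TR-FRET, Eu antibody, ULight-streptavidin, EDTA, ex 340 nm, em 618/671 nm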
C diff HTS: C. difficile growth inhibitors, primary screen, HTS; Clostridium difficile clinical isolate growth, OD600, 24 h; hits give low values; actives 0.25% (n = 86,000); growth activity, negative = inhibition, % at 16 µg/mL (by protocol);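 active means mean growth activity at or below -80% and every replicate also at or below -80%; inconclusive means mean at or below -80% but some replicate above -80%; inactive means mean growth activity above -80%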;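 further: 0% = DMSO wells and -100% = levofloxacin 16 µg/mL wells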
T cruzi growth: T. cruzi intracellular proliferation inhibitors, primary screen, cell-based, beta-gal Tulahuen parasites, NIH3T3 host, luminescence; inhibition, % at 8.34 µM; T. cruzi beta-gal in NIH3T3, GalScreen luminescence, 90 h; actives 5.9% (n = 77,000);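 active means mean inhibition above about 93%, with at least 55% of replicates each passing it, limit read from the data, passing the limit was not always enough; inconclusive means only one of those two conditions holds; inactive means neither condition holds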
* marks the source's active call; other numbers are inactive results; u = inconclusive; x = no result given. Hits appear at their usual frequency; any-hit rate near 6.7%.

1	CC(=O)N1CC(=O)N2[C@H](CO)[C@@H](c3ccc(C#Cc4cccnc4)cc3)[C@H]2C1
2	O=S(=O)(c1ccc(F)cc1)N1CC[C@@H]2[C@@H](CO)Nc3ccc(-c4ccccc4F)cc3[C@@H]21
3	O=C(N[C@H]1CC[C@H](CCn2cc(C3(O)CCCC3)nn2)O[C@@H]1CO)C1CC1
4	CN1C(=O)c2cc(NC(=O)c3ccc(C(F)(F)F)cc3)ccc2OC[C@H]2O[C@H](CC(=O)O)CC[C@H]21
5	CC=Cc1ccc2n(c1=O)C[C@@H]1[C@@H](CO)[C@H](C(=O)NCC3CC3)[C@H]2N1Cc1cccnc1 (mixture of isomers)
6	COCC(=O)Nc1ccc2c(c1)C(=O)N(C)C[C@@H](OC)[C@@H](C)CN(Cc1ccccc1F)[C@@H](C)CO2
Compound	1	2	3	4	5	6
Pf Dd2 growth	-7	3	5	0	6	-14
GASC1 inh	-1.8	1.8	-0.1	0.0	2.7	11
C diff HTS	-5	-8	-4	-1	2	x
T cruzi growth	x	0	x	27	1	89

7	C[C@@H]1CN([C@@H](C)CO)C(=O)c2cc(NS(=O)(=O)c3ccc(Cl)cc3)ccc2O[C@@H](C)CCCCO[C@@H]1CN(C)S(=O)(=O)c1cccs1
8	CNC[C@H]1Oc2cc(-c3ccccc3F)ccc2S(=O)(=O)N([C@H](C)CO)C[C@H]1C
9	CCCN1C[C@@H](C)[C@@H](OC)CN(C)C(=O)c2ccc(NC(=O)Nc3c(C)noc3C)cc2OC[C@@H]1C
10	COc1ccc2c3c([nH]c2c1)[C@H](CO)N(Cc1ccc(Cl)cc1)CC31CCN(C(=O)CN(C)C)CC1
11	C[C@@H]1CN([C@@H](C)CO)C(=O)c2cccc(NC(=O)NC3CCCCC3)c2O[C@@H]1CN(C)Cc1ccncc1
12	C/C=C/c1ccc([C@H]2[C@H]3CN(S(=O)(=O)c4cccc(F)c4)CC(=O)N3[C@H]2CO)cc1
Compound	7	8	9	10	11	12
Pf Dd2 growth	-46	-5	-4	u	22	-16
GASC1 inh	0.6	0.2	0.9	-2.1	0.3	0.0
C diff HTS	9	-2	2	9	-1	4
T cruzi growth	95	x	-35	x	-14	x

13	CNC[C@H]1OCCCC[C@H](C)Oc2ccc(NS(=O)(=O)c3ccccc3)cc2C(=O)N([C@@H](C)CO)C[C@H]1C
14	C[C@H]1CN([C@@H](C)CO)C(=O)c2cc(NS(C)(=O)=O)ccc2O[C@@H]1CN(C)C(=O)Nc1ccc2c(c1)OCO2
15	O=C(C[C@H]1C=C[C@@H](NC(=O)C2CCC2)[C@@H](CO)O1)NC1CCCCC1
16	C[C@H]1CN([C@@H](C)CO)C(=O)c2cc(/C=C/c3ccccc3)cnc2O[C@@H]1CN(C)C(=O)c1ccccc1
17	COc1ccc(CN(C)C[C@@H]2Oc3ccc(NS(=O)(=O)c4cccs4)cc3C(=O)N([C@@H](C)CO)C[C@@H]2C)cc1
18	COc1cccc(CN2[C@@H](CO)[C@@H](c3ccccc3)C23CN(C(=O)C2CCOCC2)C3)c1
Compound	13	14	15	16	17	18
Pf Dd2 growth	x	37	x	-57	21	-40
GASC1 inh	-0.8	-0.3	1.4	1.0	1.5	-1.5
C diff HTS	-7	x	-3	1	9	-6
T cruzi growth	27	-91	x	89	3	x

19	CCCNC(=O)[C@@H]1[C@@H](CO)[C@@H]2Cn3c(ccc(/C=C/c4ccccc4)c3=O)[C@@H]2N1CC
20	O=C(Nc1cccc(F)c1)N1CCCCN2[C@H](CO)[C@H](c3ccc(-c4ccncc4)cc3)[C@H]2C1
21	CCCC(=O)Nc1ccc2c(c1)C(=O)N(C)C[C@@H](OC)[C@H](C)CN(C(=O)CN1CCOCC1)[C@H](C)CO2
22	CCNC(=O)C[C@H]1CC[C@@H]2[C@H](COc3ccc(NC(=O)Nc4ccccc4F)cc3C(=O)N2C)O1
23	COc1cccc(NC(=O)Nc2ccc3c(c2)C(=O)N(C)[C@H]2CC[C@@H](CC(=O)O)O[C@H]2CO3)c1
24	C[C@@H]1CN([C@H](C)CO)C(=O)c2cc(NC(=O)Nc3ccc(C(F)(F)F)cc3)ccc2O[C@@H]1CN(C)C(=O)Nc1ccccc1
Compound	19	20	21	22	23	24
Pf Dd2 growth	x	-65	-14	8	-71	-21
GASC1 inh	4.9	-0.9	0.6	1.8	7.3	-1.5
C diff HTS	6	-3	1	7	0	16
T cruzi growth	63	105*	38	16	63	x

3 structures from above, sorted by heavy-atom count, rising.
19	CCCNC(=O)[C@@H]1[C@@H](CO)[C@@H]2Cn3c(ccc(/C=C/c4ccccc4)c3=O)[C@@H]2N1CC
22	CCNC(=O)C[C@H]1CC[C@@H]2[C@H](COc3ccc(NC(=O)Nc4ccccc4F)cc3C(=O)N2C)O1
9	CCCN1C[C@@H](C)[C@@H](OC)CN(C)C(=O)c2ccc(NC(=O)Nc3c(C)noc3C)cc2OC[C@@H]1C
Compound	19	22	9
Pf Dd2 growth	x	8	-4
GASC1 inh	4.9	1.8	0.9
C diff HTS	6	7	2
T cruzi growth	63	16	-35

Other records
25	O=C(C[C@H]1CC[C@@H](NS(=O)(=O)c2cccc(F)c2)[C@@H](CO)O1)NCc1ccc2c(c1)OCO2
26	CCCc1cn(CC[C@H]2CC[C@H](NS(=O)(=O)c3ccccc3Cl)[C@@H](CO)O2)nn1
27	C[C@H](CO)N1C[C@H](C)[C@@H](CN(C)Cc2ccc3c(c2)OCCN3C)OCc2cnnn2CCCC1=O
28	COc1ccc(S(=O)(=O)N(C)C[C@@H]2Oc3ccc(NS(=O)(=O)c4ccc(C)cc4)cc3C(=O)N([C@@H](C)CO)C[C@@H]2C)cc1
29	CCCC#Cc1ccc2c(c1)O[C@@H](CN(C)C(=O)C1CCC1)[C@H](C)CN([C@H](C)CO)S2(=O)=O
30	C[C@@H]1CN([C@@H](C)CO)C(=O)c2cc(-c3ccc(F)cc3)cnc2O[C@H]1CN(C)CC1CCOCC1
Compound	25	26	27	28	29	30
Pf Dd2 growth	-4	-9	4	-18	-41	-39
GASC1 inh	2.0	2.6	-4.8	-2.1	0.3	2.2
C diff HTS	x	2	4	-3	-8	0
T cruzi growth	-2	-27	26	x	87	-8

31	C[C@@H]1CN([C@H](C)CO)S(=O)(=O)c2ccc(C#Cc3cccc(F)c3)cc2O[C@H]1CN(C)S(=O)(=O)c1cn(C)cn1
32	CC(=O)NC[C@H]1[C@H](c2ccc(C3=CCCC3)cc2)[C@H](CO)N1C(=O)NC(C)C
33	CCCNC(=O)C[C@@H]1CC[C@@H]2[C@H](COc3ccc(NC(=O)CCC)cc3C(=O)N2C)O1
34	C[C@@H]1CN([C@@H](C)CO)C(=O)c2cccc(NC(=O)c3cnccn3)c2O[C@@H]1CN(C)C(=O)Nc1ccc(C(F)(F)F)cc1
35	CN(C)CC(=O)Nc1ccc2c(c1)[C@H]1C[C@H](CC(=O)N(C)C)O[C@H](CO)[C@H]1O2
36	CC(C)CC#Cc1ccc2c(c1)O[C@H](CN(C)Cc1cccnc1)[C@@H](C)CN([C@H](C)CO)S2(=O)=O
Compound	31	32	33	34	35	36
Pf Dd2 growth	-69	-4	-23	-52	32	x
GASC1 inh	-3.2	1.9	-0.4	-0.7	0.6	0.9
C diff HTS	-3	-6	x	-3	-3	9
T cruzi growth	-12	-21	9	22	-14	96*

37	CCCNC(=O)N(C)C[C@@H]1Oc2ncc(Br)cc2C(=O)N([C@@H](C)CO)C[C@H]1C
38	C[C@H]1CN([C@@H](C)CO)C(=O)c2cc(NC(=O)Cc3ccccc3)ccc2O[C@H]1CN(C)C(=O)NC1CCCCC1
39	Cc1noc(C)c1NC(=O)Nc1ccc2c(c1)C(=O)N([C@@H](C)CO)C[C@@H](C)[C@H](CN(C)C(=O)Nc1ccc3c(c1)OCO3)O2
40	C[C@H](CO)N1C[C@H](C)[C@@H](CN(C)C(=O)Nc2ccc(C(F)(F)F)cc2)OCCCC[C@H](C)Oc2ccc(NS(=O)(=O)c3cn(C)cn3)cc2C1=O
41	C[C@H]1CN([C@@H](C)CO)C(=O)c2c(c3ccccc3n2C)-c2ccccc2CO[C@@H]1CN(C)C(=O)Nc1ccccc1
42	COc1ccc(S(=O)(=O)N(C)C[C@@H]2Oc3ccc(N(C)C)cc3CC(=O)N([C@@H](C)CO)C[C@H]2C)cc1
Compound	37	38	39	40	41	42
Pf Dd2 growth	8	10	17	7	-54	-73
GASC1 inh	0.0	-2.0	3.3	-0.3	-3.1	-0.5
C diff HTS	-1	-1	-2	17	x	-13
T cruzi growth	x	-1	-2	58	31	3

43	CCCNC(=O)Nc1ccc2c(c1)OC[C@@H](C)N(Cc1cncnc1)C[C@@H](C)[C@H](OC)CN(C)C2=O
44	C[C@@H]1CCCCO[C@H](CN(C)S(=O)(=O)c2cccs2)[C@H](C)CN([C@@H](C)CO)C(=O)c2cc(NC(=O)Nc3ccc4c(c3)OCO4)ccc2O1
45	O=C(NCc1cc(F)cc(F)c1)[C@H]1[C@H](CO)[C@H]2Cn3c(cccc3=O)[C@@H]1N2
46	CO[C@H]1CN(C)C(=O)c2ccc(NC(=O)NC(C)C)cc2OC[C@H](C)N(CCC(F)(F)F)C[C@H]1C
47	CCCC(=O)N1CCC2(CC1)CN(C(=O)CC)[C@@H](CO)c1c2c2ccc(OC)cc2n1C
48	C[C@@H]1CN([C@@H](C)CO)S(=O)(=O)c2ccc(-c3cccc(C#N)c3)cc2O[C@@H]1CN(C)CC1CC1
Compound	43	44	45	46	47	48
Pf Dd2 growth	-40	-59	x	-15	-22	-75
GASC1 inh	2.6	0.4	-1.2	6.7	-0.5	-0.6
C diff HTS	x	8	2	x	-2	-3
T cruzi growth	42	94	12	43	x	67

49	CCCN(C)C[C@@H]1OCCCC[C@@H](C)Oc2ccc(NS(=O)(=O)c3ccc(F)cc3)cc2C(=O)N([C@@H](C)CO)C[C@@H]1C
50	C[C@H](CO)N1C[C@H](C)[C@H](CN(C)C(=O)c2ccccc2)OCCCC[C@H](C)Oc2ccc(NS(=O)(=O)c3cccs3)cc2C1=O
51	O=C(NC1CCCCC1)N1CC(=O)N2[C@H](CO)[C@H](c3ccc(/C=C/c4ccccc4)cc3)[C@H]2C1
52	C[C@H]1CN([C@@H](C)CO)C(=O)c2cc(NS(=O)(=O)c3ccc(Cl)cc3)ccc2O[C@@H]1CN(C)C(=O)Nc1cccc2ccccc12
53	COc1ccc(S(=O)(=O)N(C)C[C@@H]2Oc3ccc(NS(=O)(=O)c4c(C)noc4C)cc3C(=O)N([C@@H](C)CO)C[C@@H]2C)cc1
54	COc1ccc(NC(=O)N(C)C[C@@H]2Oc3ccc(NC(=O)C4CCCCC4)cc3CC(=O)N([C@H](C)CO)C[C@H]2C)cc1
Compound	49	50	51	52	53	54
Pf Dd2 growth	-39	31	-28	-17	-10	12
GASC1 inh	-0.3	0.0	-0.1	0.0	-2.4	-0.1
C diff HTS	10	5	-16	-1	-4	0
T cruzi growth	86	93	x	0	1	14

55	C[C@H](CO)N1C[C@H](C)[C@@H](CN(C)Cc2ccccn2)Oc2ncc(C#CC3CC3)cc2C1=O
56	COc1ccc(S(=O)(=O)Nc2ccc3c(c2)CC(=O)N([C@H](C)CO)C[C@@H](C)[C@@H](CN(C)Cc2ccccc2)O3)cc1
57	Cc1noc(C)c1S(=O)(=O)Nc1ccc2c(c1)C(=O)N([C@H](C)CO)C[C@@H](C)[C@@H](CN(C)C(=O)CCCN(C)C)OCCCC[C@@H](C)O2
58	O=C(C1CCC1)N1CC[C@H]2[C@H](CO)Nc3ccc(Br)cc3[C@H]21
59	C[C@@H]1CN([C@@H](C)CO)C(=O)c2cc(-c3ccccc3)cnc2O[C@H]1CN(C)C(=O)Cc1ccccn1
60	CO[C@H]1CN(C)C(=O)c2ccc(NS(=O)(=O)c3ccc(C)cc3)cc2OC[C@H](C)N(C)C[C@@H]1C
61	COc1ccc(S(=O)(=O)N(C)C[C@@H]2Oc3cc(-c4cccc(F)c4)ccc3S(=O)(=O)N([C@@H](C)CO)C[C@H]2C)cc1
62	CN1C(=O)c2cc(NC(=O)C3CC3)ccc2OC[C@@H]2O[C@H](CC(=O)NCCc3ccncc3)CC[C@H]21
63	CCCC#Cc1ccc2c(c1)[C@@H]1[C@@H](CCN1S(=O)(=O)c1ccccc1C)[C@@H](CO)N2
Compound	55	56	57	58	59	60	61	62	63
Pf Dd2 growth	5	-9	-22	18	-6	15	u	11	-84*
GASC1 inh	0.4	-0.5	1.3	-3.5	0.1	-2.3	3.1	-0.7	-1.0
C diff HTS	2	-4	1	9	-2	1	x	0	37
T cruzi growth	16	87	-9	x	25	x	x	-16	x
